# Polio RdRp inh: inhibitors of poliovirus RNA polymerase binding and polymerization. P03300. poliovirus polymerase elongation, fluorescence polarization; stronger effect = lower value. % elongation, % (compound at 16.7 µg/mL). hit rate 0.66% among 150,000. AID 588519; in the data active = % elongation below about 90%; note: some results filed as inactive read as strong as hits
# Target sequence (P03300 1749-2209 limits assumed): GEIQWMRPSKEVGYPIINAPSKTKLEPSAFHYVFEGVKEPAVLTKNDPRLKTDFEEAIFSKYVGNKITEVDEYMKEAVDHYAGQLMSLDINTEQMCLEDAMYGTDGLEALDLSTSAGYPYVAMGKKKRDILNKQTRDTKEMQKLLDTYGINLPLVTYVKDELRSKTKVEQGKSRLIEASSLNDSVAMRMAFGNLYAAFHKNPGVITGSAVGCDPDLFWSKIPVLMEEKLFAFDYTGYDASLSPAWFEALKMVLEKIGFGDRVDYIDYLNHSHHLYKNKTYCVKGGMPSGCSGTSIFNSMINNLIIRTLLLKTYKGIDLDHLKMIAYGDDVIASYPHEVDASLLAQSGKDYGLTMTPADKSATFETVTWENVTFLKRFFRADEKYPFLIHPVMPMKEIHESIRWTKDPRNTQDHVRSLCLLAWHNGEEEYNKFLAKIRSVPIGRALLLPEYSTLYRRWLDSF
# Polio RdRp inh FP z-score: second read-out of Polio RdRp inh, no call of its own (marks repeat the call); z-score; measured here: FP z-score; hits read low
# Active calls of the source: *; & = joins results of further samples. These rows are one share of the data (hit frequency here may not be typical).
# The opening 3 entries, to show the layout:
no.	SMILES	Polio RdRp inh	Polio RdRp inh FP z-score
1	Cc1ccccc1CNC(=O)c1ccc2[nH]c(C)c(C)c2c1	104.0	-0.6
2	N#CC1=C(N)NC(=S)C(C(N)=O)C1c1ccccc1 (stereo unspecified)	94.0	-1.1
3	O=C(O)C1C2C=CC(C2)C1C(=O)NCc1ccccc1F (stereo unspecified)	102.0	-0.2

# Results (from the top)
no.	SMILES	Polio RdRp inh	Polio RdRp inh FP z-score
1	Cc1ccccc1CNC(=O)c1ccc2[nH]c(C)c(C)c2c1	104.0	-0.6
2	N#CC1=C(N)NC(=S)C(C(N)=O)C1c1ccccc1 (stereo unspecified)	94.0	-1.1
3	O=C(O)C1C2C=CC(C2)C1C(=O)NCc1ccccc1F (stereo unspecified)	102.0	-0.2
4	CCc1ccccc1NC(=O)N1CCC2(CC1)Oc1ccccc1C(=O)N2Cc1ccccc1F	108.0	-0.6
5	COc1ccccc1-c1oc2cc(Cl)ccc2c(=O)c1O	100.0	0
6	O=C(CCCC(=O)OC1CCCC1)OC1CCCC1	104.0	1.3
7	COCC(C)NC(N)=S (stereo unspecified)	103.0	0
8	Cc1cc(C)c(NC(=O)CCC(=O)N2Cc3ccccc3Oc3ncccc32)c(C)c1	110.0	0.5
9	COc1cccc(/C=C2/NC(=O)N(c3ccccc3)C2=O)c1	103.0	0.3
10	N[C@@H](Cc1cc(I)c(Oc2cc(I)c(O)c(I)c2)c(I)c1)C(=O)O	100.0&100.0	0.1&0.1
11	C(=C\c1ccccc1)/CNCCSc1nnnn1-c1ccccc1	103.0	0.7
12	O=C(NCc1ccco1)c1ccc2c(O)c(S(=O)(=O)c3ccccc3)c(=O)[nH]c2c1	97.0	-2.2
13	Cc1cc(-c2ccc(S(=O)(=O)NCCN3CCCC3)s2)on1	100.0	-0.6
14	O=C(/C=C/c1cccc(N2C(=O)C3C4C=CC(C4)C3C2=O)c1)NCc1ccco1 (stereo unspecified)	100.0	0.1
15	Cc1cc(=O)[nH]c(SCC(=O)Nc2ccc(N3CCCC3)cc2)c1C#N	103.0	0.1
16	CNC(=O)c1c[nH]c2ccc(S(=O)(=O)Nc3cccc(OC)c3)cc2c1=O	101.0	0.4
17	Cc1cc(NC(=O)c2ccc(Cl)c(Cl)c2)ccc1NC(=O)c1ccco1	103.0	0.5
18	COc1ccc(NC(=O)c2oc3ccccc3c2NC(=O)Cc2coc3c(C)c(C)ccc23)cc1	-10.0*	-9*
19	CC(=O)Nc1cccc(-c2nc(-c3ccccc3)no2)c1	110.0	1.2
20	CN(C)CCn1c(=O)n(C)c(=O)c2[nH]cnc21	100.0	-0.1
21	C=C(NC(=O)C(=C)NC(=O)c1csc(C2=NC3c4csc(n4)C4NC(=O)c5csc(n5)C(C(C)(O)C(C)O)NC(=O)C5CSC(=N5)C(=CC)NC(=O)C(C(C)O)NC(=O)c5csc(n5)C3(CC2)NC(=O)C(C)NC(=O)C(=C)NC(=O)C(C)NC(=O)C(C(C)CC)NC2C=Cc3c(C(C)O)cc(nc3C2O)C(=O)OC4C)n1)C(N)=O (stereo unspecified)	101.0	0.1
22	CCOC(=O)C1CCCN(C(=O)c2cccc(C)c2)C1 (stereo unspecified)	102.0	-0.3
23	COc1cc2[nH]c(=S)n(C3CC3)c(=O)c2cc1OC	100.0	-0.3
24	O=C(NCc1ccc2c(c1)OCO2)c1cccnc1	102.0	0.1
25	CCOc1ccc(-n2c(SCC(=O)Nc3ccc4c(c3)OCCO4)nc3c([nH]c4ccccc43)c2=O)cc1	109.0	0.6
26	N#Cc1c2c(c(N3CCOCC3)[nH]c1=S)CCCC2	104.0	0.5
27	COC(=O)c1c(-c2cccs2)csc1NC(=O)c1ccc(C(C)C)cc1	67.0*	-3.5*
28	CCN(CC)CCn1c(=N)n(CC(O)COc2ccccc2C)c2ccccc21 (stereo unspecified)	106.0	0.2
29	CCCCC(CC)CNC(=O)CN1C(=O)CSc2ccc(S(=O)(=O)N3CCOCC3)cc21 (stereo unspecified)	112.0	0.4
30	Cc1cc(C(=O)Nc2ccccc2)c(-c2ccccc2)o1	100.0	-0.1
31	Cc1cc(O)c(C(c2cccc(F)c2)N2CCN(c3ccccc3)CC2)c(=O)n1Cc1ccco1 (stereo unspecified)	106.0	-0.5
32	COc1ccc(CCNC(=O)c2ccc3c(c2)c(C)c(C)n3Cc2ccc(F)cc2)c(OC)c1OC	109.0	0.6
33	CC(=O)NCc1ccc(C(=O)COC(=O)c2cc(-c3ccccc3)nn2-c2ccccc2)o1	106.0	0.6
34	COc1ccc(N2CCN(C(=O)c3cn(C)c4ccc(S(=O)(=O)N(C)C5CCCCC5)cc4c3=O)CC2)cc1	104.0	-0.1
35	Cn1nc(C(F)(F)F)cc1C(=O)O	102.0	-0.3
36	CC(C)CC(=O)Nc1ccc2nc(SCC(=O)N3CCc4ccccc43)sc2c1	102.0	-1.1
37	Cc1c(CNCCCc2ccccc2)c(C(=O)O)c(C)n1Cc1ccc(Cl)cc1	109.0	0
38	Cc1c(NC(=O)CN2C(=O)c3cccc4cccc2c34)c(=O)n(-c2ccccc2)n1C	100.0	-0.2
39	O=c1oc2ccccc2nc1/C=C(\O)c1cccs1	104.0	0.4
40	Cc1ccc2c(c1)-c1ncc(C(=O)c3ccccc3O)cc1CO2	105.0	0
41	COc1ccc(/C=C/C(=O)N2CCCc3ccccc32)cc1OC	100.0	-0.3
42	CCCCc1nnc2sc(NC(=O)COc3ccc(C)c(C)c3)nn12	101.0	-0.2
43	O=C(O)CC(NCc1ccco1)C(=O)Nc1ccc(Cl)cc1 (stereo unspecified)	99.0	-0.7
44	Cc1ccc(-n2c(SCC(N)=O)nc(O)c(C)c2=O)cc1	103.0	0.3
45	CCCS(=O)(=O)N1CCN(Cc2ccco2)CC1	102.0	0.2
46	Cc1ccc(/C=C/c2onc(C)c2S(=O)(=O)N2CCC(C(=O)N3CCN(c4cccc(C)c4)C(C)C3)CC2)cc1 (stereo unspecified)	105.0	-0.2
47	C/C(=N\NC(=O)c1cc2c3ccccc3n(C)c2s1)c1ccc(OCC(N)=O)cc1	116.0	1.8
48	CCN(CC)c1nc2ccccc2c(=O)n1-c1ccccc1	103.0	0
49	CC(=O)Nc1ccc(NC(=O)C(C)Oc2ccccc2)cc1 (stereo unspecified)	98.0	-0.4
50	C=CCNC(=S)N/N=C1\CCc2ccccc21	104.0	0.2
51	CCC(CC)c1nnc(NC(=O)c2cccs2)s1	100.0	-0.4
52	O=C1CN(/N=C/c2ccc([N+](=O)[O-])o2)C(=O)N1	99.0&102.0	-0.3&0.7
53	CCOC(=O)c1ccc(NC(=O)C2CCCN(c3ncnc4onc(C)c34)C2)cc1 (stereo unspecified)	108.0	-0.1
54	O=S(=O)(NC1=NCCCN1)c1cc(C(F)(F)F)cc(C(F)(F)F)c1	100.0	-0.5
55	Cc1nc(=O)c(-c2ccccc2)c(C)n1CCc1cnc[nH]1	99.0	-0.1
56	COc1cccc(CNC(=O)c2sc3nc4n(c(=O)c3c2C)CCC4)c1	114.0	1.5
57	O=C(O)c1ccccc1Cc1cccs1	101.0	-0.2
58	CC(NC(=O)COc1ccccc1)C(=O)N1CCN(c2ccccc2)CC1 (stereo unspecified)	102.0	0
59	Cc1ccccc1CN1CCCN(CC(=O)Nc2ccc(F)cc2)S1(=O)=O	103.0	-0.9
60	CCc1nc2ccc(C(=O)NCCN3CCN(c4cccc(Cl)c4)CC3)cc2nc1CC	99.0	-0.5

# (further entries)
no.	SMILES	Polio RdRp inh	Polio RdRp inh FP z-score
61	Cc1nc2c(-c3ccc(F)cc3)c(C)nn2c(C)c1CCC(=O)N(C)c1ccccc1	102.0	-0.1
62	O=C(c1ccccc1)N1CCN(C(=O)c2ccc(OCC3CCCO3)cc2)CC1 (stereo unspecified)	104.0	0.3
63	O=c1c2c3c(sc2nc2n1CCC2)CCC3	104.0	0.9
64	O=C(Nn1cnnc1)c1ccccc1	95.0	-0.9
65	N/C(CCCN1CCCCC1)=N\O	103.0	0.3
66	O=C1CCCC/C1=C/Nc1ccccc1C(=O)O	104.0	0.8
67	CCOC(=O)CSc1nc2cc3c(cc2c(=O)n1CCCCCC(=O)NCc1ccc2c(c1)OCO2)OCO3	100.0	-1.3
68	Cc1ccc(NC(=O)COC(=O)c2ccccc2)cc1F	106.0	0.5
69	COc1ccc2c(=O)c(-c3ccccc3C)c(C(F)(F)F)oc2c1	104.0	0.4
70	O=C(O)C1CCCCN1S(=O)(=O)c1ccccc1Cl (stereo unspecified)	104.0	0
71	CC(C)N1CCC2(CC1)C(C#N)=C(N)NC(S)=C2C#N	124.0	2.5
72	CCCN(CCC)CCCNC(=O)C1CCC(CNS(=O)(=O)c2cccc3nsnc23)CC1 (stereo unspecified)	109.0	1.1
73	COc1ccccc1N1CCN(C(=O)c2ccc(Nc3nc4ccccc4n4nnnc34)cc2)CC1	103.0	-0.5
74	CCOC(=O)c1ccc(NC(=O)CSc2nc(-c3ccc(OC)cc3)cc(C(F)(F)F)c2C#N)cc1	102.0	-0.7
75	O=c1[nH]c2ccccc2nc1/C=C(\O)c1ccc(Cl)cc1	107.0	1.7
76	CC1=C(C#N)C(=O)N(CCc2ccccc2)C(=O)/C1=C\c1ccc(-c2cccc(Cl)c2)o1	103.0	0.2
77	CCOC(=O)Nc1noc2ccccc12	104.0	0.6
78	CCO/C=N/c1c(C(=O)OCC)c2nc3ccccc3nc2n1Cc1ccccc1	108.0	0.7
79	COc1ccc(CNC(=O)c2oc3c(c2C)-c2nn(Cc4ccccc4Cl)cc2CC3)cc1	97.0	-1.7
80	O=C(CN1CCOCC1)NCC1COc2ccccc2O1 (stereo unspecified)	98.0	-1.3
81	CCCOc1ccc(-c2nc3ccc(Br)cc3c(=O)o2)cc1	103.0	0.1
82	COc1ccc(-n2nc(C(=O)N3CCCC(C)C3)c3c4ccccc4n(C)c3c2=O)cc1 (stereo unspecified)	106.0	-0.4
83	COc1ccc(Cl)cc1N(C)C(=O)c1cc2c(=O)oc3ccc(C)cc3c2s1	107.0	0.4
84	COc1ccc(/C=N/OCC(=O)Nc2ccccc2OC)cc1	100.0	-0.4
85	COC(=O)C1Sc2[nH]c(=O)sc2C(c2ccc(OC)cc2)C1C(=O)OC (stereo unspecified)	93.0	-2.1
86	CCn1c(=O)c(C(=O)CN2CCc3ccccc32)c(N)n(Cc2ccccc2)c1=O	97.0	-0.1
87	CCOC(=O)CC1NC2CCCCC2NC1=O (stereo unspecified)	103.0	0.9
88	Cc1cc(NC(=O)c2cc(-c3cccc(Cl)c3)on2)nn1Cc1ccc(Cl)cc1	101.0	-0.3
89	COc1ccc2c(=O)c(NC(=O)NCCCN3CCCC3=O)c[nH]c2c1	101.0	-0.2
90	O=C(c1ccc(Nc2nc3ccccc3n3nnnc23)cc1)N1CCOCC1	102.0	0.6
91	CCOc1ccc(NC(=O)Cn2c(=O)n(CCCS(=O)(=O)C3CCCCC3)c(=O)c3ccccc32)cc1	105.0	-0.8
92	CCc1ccc(OC(=O)COc2ccc(Br)c(C)c2)cc1	101.0	0
93	CCn1c(COc2ccc(C)cc2)nnc1SCC(=O)N1CCCc2ccccc21	99.0	-0.5
94	O=S(=O)(NCC(c1ccccc1)N1CCOCC1)c1ccccc1 (stereo unspecified)	104.0	0.7
95	O=C(O)CCn1cnc2onc(-c3ccccc3Cl)c2c1=O	103.0	-1
96	CC1(C)C2CC=C(/C=C(\C#N)c3nc4ccccc4[nH]3)C1C2 (stereo unspecified)	118.0	2
97	CCCCn1nc(C(=O)NC2CCCCCC2)c2ccccc2c1=O	104.0	0.1
98	S=C(c1cccc(OCc2ccccc2)c1)N1CCCCC1	94.0	-1.3
99	COc1ccc(-c2ccc(=O)n(CC(=O)Nc3ccc(OC)c(OC)c3)n2)cc1	104.0	0.2
100	O=C(COC(=O)C1c2ccccc2Oc2ccccc21)NC1CC1	105.0	1.3

# Nothing new here: 2 of the compounds above.
no.	SMILES	Polio RdRp inh	Polio RdRp inh FP z-score
90	O=C(c1ccc(Nc2nc3ccccc3n3nnnc23)cc1)N1CCOCC1	102.0	0.6
91	CCOc1ccc(NC(=O)Cn2c(=O)n(CCCS(=O)(=O)C3CCCCC3)c(=O)c3ccccc32)cc1	105.0	-0.8

# (cont.)
no.	SMILES	Polio RdRp inh	Polio RdRp inh FP z-score
101	O=C(O)c1cc(NC2(c3ccccc3)C(=O)c3ccccc3C2=O)ccc1Cl	106.0	0.1
102	COc1ccc(NC(=O)CSc2nnc(C)n3c2cc2sccc23)cc1	100.0	-0.4
103	Cc1cccc(C(=O)Nc2nc(-c3nnn(-c4cc(C)ccc4C)c3C)ns2)c1	112.0	1.2
104	CCOc1ccc(CN2C(=O)C(NC(C)=O)c3ccccc32)cc1 (stereo unspecified)	101.0	-0.5
105	COc1ccc(-c2cc(C)no2)cc1S(=O)(=O)N1CC(C)Oc2ccccc21 (stereo unspecified)	106.0	-0.1
106	Cc1ccccc1Cn1c(SCc2ccc(C(=O)NC(C)c3ccccc3)cc2)nc2ccncc21 (stereo unspecified)	108.0	-0.1
107	Cc1cc(Cl)ccc1NC(=S)NCCCO	100.0	-0.1
108	Cc1cc(C(=O)COc2ccc3c(c2)CCC3)c(C)n1C	106.0	0.3
109	COc1ccc(Oc2coc3cc(OCC(=O)O)ccc3c2=O)cc1	101.0	-0.1
110	O=c1[nH]c2ccccc2nc1NCc1ccccc1	102.0	0.2
111	Cc1cc(Nc2ccc(NNC(=O)c3ccc(F)cc3)nn2)n(-c2ccccc2)n1	98.0	-0.5
112	C=C[C@@]1(C)CC(=O)[C@@]2(O)[C@](C)(O1)[C@@H](OC(C)=O)[C@@H](O)C1C(C)(C)CC[C@H](O)[C@@]12C (stereo partly specified)	99.0	0
113	CCOc1ccc2oc(=O)cc(CN(CCCN3CCOCC3)Cc3ccco3)c2c1	99.0	-1.4
114	Cc1ccc(OCc2ccc(C(=O)NC(c3ccccc3)c3ccccc3)o2)cc1C	99.0	-0.9
115	Cc1cc(-c2onc(C)c2C(N)=S)no1	103.0	0.4
116	CCN(CC)S(=O)(=O)c1ccc(NC(=O)COc2ccc(Cl)cc2Cl)cc1	107.0	0.4
117	COc1ccccc1NC(=O)/N=C1\NC(=O)C(C(C)C)O1 (stereo unspecified)	98.0	-0.4
118	CCOC(=O)c1sc(=Nc2ccccc2)n(-c2ccccc2)c1C	102.0	0.9

# Screens (PubChem BioAssay)
